PfGluPho inh: PfG6PD (Plasmodium falciparum) enzyme inhibition | hit rate 0.78% among 350,000 | inhibition, % at 20 µM | PfGluPho enzyme, NADPH resazurin-diaphorase fluorescence;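 active means inhibition reaching at least a set limit at 20 µM in the primary screen, cut at about 59% in these data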;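 further: 0% = DMSO wells with substrate and 100% = DMSO wells lacking glucose-6-phosphate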
SENP8 block-1: blocks human SENP8 cleavage of Nedd8 substrate. AID 602440. inhibition, % at 20 µM. Q96LD8. recombinant SENP8, Nedd8 substrate fluorescence. hit rate 0.64% among 360,000; in the data active means inhibition mostly above about 40%, no sharp cut-off; inactive means mostly below about 27%
SENP7 inh: blocks the human protease SENP7; hit rate 1.5% among 330,000; recombinant SENP7, Z-RLRGG-aminoluciferin luminescence, 40 min; inhibition, % at 5 µM;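 active means inhibition above about 50% at the single test dose, limit read from the data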;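 further: plate controls were DMSO with enzyme for no effect and no enzyme buffer wells for full effect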
SENP1 inh: inhibitors of human SENP1 SUMO protease catalytic domain | Q9P0U3 | recombinant SENP1 catalytic domain, CyPet-SUMO1-YPet FRET cleavage | inhibition, % at 10 µM | hit rate 0.21% among 360,000 | AID 624204;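 active means inhibition at least 30% at 10 µM, raw YFP signal under a set limit, fluorescence ratio 0.5 to 1.5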;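 further: 0% = enzyme with DMSO and 100% = no enzyme wells; some results filed as inactive read as strong as hits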
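System: Recombinant human SENP1 catalytic domain, His6-tagged | Incubation: Enzyme reaction for 50 min at room temperature, dark | Medium: Tris pH 8 with BME, BSA, NP40 and catalase | Also added: 25 nM SUMO1 FRET substrate | Compound: 10 µM single point, 0.5% DMSO | Measured by: FRET fluorescence in CFP and YFP emission channels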
SENP8 block-2: blocks the human protease SENP8 | AID 2540 | purified SENP8, Z-RLRGG-aminoluciferin cleavage, luminescence | inhibition, % at 10 µM | Q96LD8 | hit rate 1.2% among 330,000; in the data active means inhibition above about 50%
NALP3 yeast inh: blocks the NALP3 inflammasome reconstituted in yeast; hit rate 0.39% among 330,000; Yeast reconstituted NLRP3/ASC/caspase-1, beta-gal luminescence, 24 h; AID 2825; inhibition, % at 10 µM;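 active means inhibition of 50% or more; inactive means inhibition below 50%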;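 further: plate controls were induced DMSO wells for no effect and uninduced yeast grown without galactose for full effect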
Apaf1 inhib: blocks human Apaf-1 apoptosome activity; inhibition, % at 20 µM; O14727; reconstituted apoptosome caspase-3 activity, DEVD-Rh110 fluorescence; hit rate 0.71% among 330,000; active means inhibition of at least 40% at 20 µM;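 further: plate controls were DMSO wells for no effect and DEVD-CHO caspase inhibitor wells for full effect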
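Material: biochemical Apaf-1 apoptosome reconstitution. Medium: Hepes buffer, pH 7.5. Also added: cytochrome c activation, bis-DEVD rhodamine 110 substrate. Timing: 30 min compound preincubation, 50 min activation, room temperature. Measured by: rhodamine 110 fluorescence at Ex 480/Em 540 nm.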
SENP6 block: SENP6 protease inhibition; Q9GZR1; Recombinant SENP6 catalytic domain, aminoluciferin luminescence; inhibition, % at 10 µM; hit rate 1.8% among 330,000; AID 2599;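 active means inhibition above about 50% at the single tested dose, limit read from the data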;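 further: plate controls were DMSO wells with enzyme for no effect and DMSO wells lacking enzyme for full effect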
HKDC1 inhibitor: inhibitors of human hexokinase HKDC1. Q2TB90. recombinant HKDC1, G6PDH/diaphorase resazurin coupled fluorescence. inhibition, % at 20 µM. hit rate 0.16% among 340,000. AID 493160;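 active means inhibition above about 35% when tested at 20 µM, limit read from the data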;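 further: plate controls were DMSO wells with enzyme for no effect and DMSO wells lacking enzyme for full effect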
Target sequence (Q2TB90 whole entry, looked up): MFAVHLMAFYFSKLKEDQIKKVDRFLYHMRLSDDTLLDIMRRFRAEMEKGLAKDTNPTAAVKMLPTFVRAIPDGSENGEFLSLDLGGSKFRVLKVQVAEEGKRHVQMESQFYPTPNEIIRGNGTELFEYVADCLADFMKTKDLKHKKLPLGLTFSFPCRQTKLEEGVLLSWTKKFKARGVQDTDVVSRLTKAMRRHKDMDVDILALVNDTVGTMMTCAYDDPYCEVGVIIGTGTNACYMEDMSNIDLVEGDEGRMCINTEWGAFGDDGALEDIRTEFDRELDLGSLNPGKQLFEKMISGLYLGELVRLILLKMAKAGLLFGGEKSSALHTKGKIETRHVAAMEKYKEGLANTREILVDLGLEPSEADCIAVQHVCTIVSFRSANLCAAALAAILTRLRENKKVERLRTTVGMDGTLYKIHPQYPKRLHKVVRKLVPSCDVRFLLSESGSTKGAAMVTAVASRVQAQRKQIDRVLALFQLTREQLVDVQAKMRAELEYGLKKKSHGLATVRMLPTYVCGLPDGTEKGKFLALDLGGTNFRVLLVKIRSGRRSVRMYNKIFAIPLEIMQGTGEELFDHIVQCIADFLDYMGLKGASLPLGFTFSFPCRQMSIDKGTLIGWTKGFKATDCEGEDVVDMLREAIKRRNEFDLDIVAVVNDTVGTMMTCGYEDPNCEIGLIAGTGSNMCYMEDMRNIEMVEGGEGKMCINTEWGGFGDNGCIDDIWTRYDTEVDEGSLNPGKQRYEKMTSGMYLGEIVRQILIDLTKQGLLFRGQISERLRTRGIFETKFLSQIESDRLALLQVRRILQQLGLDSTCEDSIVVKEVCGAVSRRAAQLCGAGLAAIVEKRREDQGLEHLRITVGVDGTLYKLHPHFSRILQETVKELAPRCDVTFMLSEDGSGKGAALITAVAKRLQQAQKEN
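Assay system: recombinant HKDC1 hexokinase; detection: coupled resazurin fluorescence, excitation 525 nm, emission 613 nm; benchmarks: DMSO-plus-enzyme-mix negative control, buffer-substituted positive control; compound dosing: single 20 µM dose; schedule: 90 min at room temperature in dark; also added: glucose plus 1 mM ATP as hexokinase substrates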
An asterisk follows results filed as active; · = not tested or not shown.

The line under a structure holds: PfGluPho inh, SENP8 block-2, SENP8 block-1, NALP3 yeast inh, SENP1 inh, SENP7 inh, Apaf1 inhib, SENP6 block, HKDC1 inhibitor
Cc1cccc(C(=O)NCC(=O)OCC(=O)N(C)CC(=O)Nc2ccccc2Cl)c1
→ -8, 1, 2, 13, 0, -8, -9, 4, 0
CCC(C)NC(=O)c1cccc(C)c1 (stereo not given)
→ 3, -7, 26, -18, 2, -1, -5, -24, -6
COc1ccccc1C(=O)C1CCCN(C(=O)c2cccnc2SC)C1 (stereo not given)
→ -2, 0, 12, 6, 2, 0, -18, 15, -9
COc1ccc(OC)c(S(=O)(=O)N2c3cc(F)ccc3CCC2C)c1 (stereo not given)
→ -3, -9, -1, 12, 0, 8, 12, -17, 2
O=C(NCc1ccc2c(c1)OCO2)C(=O)Nc1ccccc1
→ -5, -3, 27, -9, 2, -9, -34, -8, -4
COC(=O)c1c(C)oc(C)c1S(=O)(=O)Nc1ccccc1
→ 8, -2, 4, 14, -1, 12, -14, -1, -2
O=C1C=C(c2ccc3c(c2)OCO3)C[C@@H](c2ccc(Cl)cc2)C1
→ -1, -12, -456, 1, -1, -4, 19, -19, 1
COc1cc2c(cc1OC)C(C)N(C(=O)c1cc3c(=O)oc4ccc(C)cc4c3s1)CC2 (stereo not given)
→ 8, 5, 6, -7, 0, -1, 11, -10, -9
O=C1N[C@@H](Cc2ccccc2)COC(=O)[C@H](Cc2ccc(F)cc2)CC/C=C/C[C@@H]1CC(=O)N(CCO)Cc1ccccc1
→ 17, -2, 19, 35, 0, 7, 21, -5, 6
Cc1csc(SCC(=O)Nc2ccc3c(c2)OCCO3)n1
→ -5, -1, 16, 4, 0, -5, -12, 4, -7
CCC(c1nnc(SCC(=O)Nc2ccc(C(=O)N(C)C)cc2)n1Cc1ccccc1)N(C)C (stereo not given)
→ -1, 4, -1, 10, 1, 1, 31, 5, -6
CCCCC(CC)CNC(=O)C(=O)c1ccccc1NC(C)=O (stereo not given)
→ 3, 2, 19, 17, 0, 10, -10, -15, -10
O=C(CSc1ncn[nH]1)Nc1ccc(Cl)c(S(=O)(=O)N2CCOCC2)c1
→ -2, -10, 1, 16, 0, -4, 7, -38, 1
O=C(CCN1C(=O)C2C3C=CC(C3)C2C1=O)N1CC(=O)N(CCc2ccccc2)C(=O)C1 (stereo not given)
→ -16, -1, 18, 14, 2, 2, -2, 5, 2
CN(C)c1cccc(C(=O)NNC(=O)C23CC4CC(CC(C4)C2)C3)c1
→ 2, 2, -463, 3, 1, -1, 0, 6, -3
Cc1ccc(CNC(=O)CC(C)S(=O)(=O)c2ccc3c(c2)NC(=O)CS3)o1 (stereo not given)
→ 19, -9, 13, 13, 36*, -8, -1, -4, -5
CC(=O)N1CCc2cc(S(=O)(=O)NCC(=O)NCc3ccc(Cl)cc3)ccc21
→ 4, -9, 16, 8, -1, -2, -8, 7, -8
CC(=O)Nc1cccc(C(=O)N2CCN(S(=O)(=O)Cc3ccccc3)CC2)c1
→ 2, 1, 20, -1, 1, 6, -4, 7, -5
O=C(c1ccc(Cl)s1)N1CCN(c2ccccc2)CC1
→ 8, -1, 11, 8, 0, 3, 5, -6, 5
CN1C(C(=O)Nc2ccc(OC(F)(F)F)cc2)=CC(c2ccc3c(c2)OCO3)=NS1(=O)=O
→ 5, -5, -23, 7, 8, 0, -6, 6, 1
COc1ccc(C(=O)Nc2cccc(NC(=O)c3ccc(OC)c(OC)c3)n2)cc1OC
→ 17, -14, -3, 17, 0, -18, 12, -3, 2
COc1cc(OC)cc(C(=O)NN2CCCCC2)c1
→ -8, -1, 8, -5, 1, 2, -9, 21, -6
COc1ccc(NC(=O)c2ccc(-c3ccc([N+](=O)[O-])cc3)o2)cc1
→ 8, -4, 17, 17, 2, -9, -6, -18, 0
CCOC(=O)C1(Cc2cccc(OC)c2)CCCN(Cc2cnn(C)c2)C1 (stereo not given)
→ -15, 2, 5, 8, -2, -3, -6, 1, 0
COc1ccc(CN2CC[C@H]3C=CC[C@@H](C(=O)Nc4ccc(Cl)c(C(F)(F)F)c4)[C@H]3C2=O)cc1OC
→ 13, 4, 3, 10, 2, -12, 14, -14, 1
O=C(CSc1nnc(-c2ccc(Cl)s2)o1)N1CCCc2ccccc21
→ -1, ·, -54, ·, 3, ·, ·, ·, 0
CC1CC2=C(CC1/C=N/NC(N)=S)C(C)(C)CCC2 (stereo not given)
→ 25, 11, 12, 69*, 4, 2, 22, 5, 4
COCCn1c(C)cc(C(=O)COC(=O)c2[nH]c(C)c(C(C)=O)c2C)c1C
→ 5, 2, 7, 20, -4, 6, 6, 5, -4
Nc1c(C=C2C=CC(=O)C=C2)c(=O)nc2snc(SCc3ccccc3)n12
→ -39, -6, 12, -4, -73, -2, 13, -5, 6
OCCNc1ncnc2c1nnn2Cc1ccccc1
→ -10, -10, 2, 25, 2, 15, -8, -4, -7
COCCN(C(=O)COC(=O)C1(c2ccccc2)CC1)c1c(N)n(CC(C)C)c(=O)[nH]c1=O
→ 6, 4, 8, 5, 1, -1, 3, -6, -7
Cc1ccccc1C(=O)N(C)c1ccccc1C(=O)NCc1ccccc1
→ 0, -4, -1, 6, 0, -3, 5, -11, -7
O=C(Nc1nc2c(ccc3ccccc32)s1)c1ccco1
→ 25, -13, -351, -3, -1, -5, 20, -17, 12
O=C(COC(=O)c1cc([N+](=O)[O-])ccc1N1CCOCC1)Nc1cccc(F)c1
→ 5, -13, 15, 15, 1, -17, 3, -10, 3
O=C(/C=C\c1ccco1)NC(=S)Nc1ccccc1O
→ 7, -3, 25, 19, 7, 2, 0, -14, -3
Cc1cc(NC(=O)c2cccs2)ncc1NC(=O)C(C)C
→ -11, 26, -11, 8, -2, 32, -6, 25, -2
CCOc1ccc(N(CC(=O)NCc2ccc(OC)cc2)S(C)(=O)=O)cc1
→ -23, 12, 11, 23, 0, -8, 6, -2, 4
COc1ccc(CSc2nc(C)cc(C)c2S(C)(=O)=O)cc1
→ 18, 4, -1, -16, 1, -1, 11, -5, 1
CCOC(=O)C1(CCOC)CCN(Cc2ccc(C(=O)OC)cc2)CC1
→ -10, -6, -5, 16, -3, -1, -2, -14, -3
CC(=O)N(c1ccc2oc(=O)sc2c1)S(=O)(=O)c1cccs1
→ 14, -8, 22, 8, 0, -6, 4, -3, -32
Cc1ccc(CSCC(=O)NCc2ccco2)cc1
→ -2, -7, 22, -20, -1, -9, 0, -2, -5
CCOc1cc(S(=O)(=O)NCC2OCCc3ccccc32)c(OCC)cc1-n1cnnn1 (stereo not given)
→ -2, 3, -106, 18, 4, 7, -13, 15, -5
COc1ccc(N2CC(C(=O)N3CCCC(C)C3)CC2=O)cc1 (stereo not given)
→ -2, -3, 1, 8, 1, -1, -3, 5, -1
CCCCN(CC)CCCNC(=O)Cn1nc(Cc2ccncc2)c2ccccc2c1=O
→ 1, -4, 16, 8, 0, 4, -10, 3, -13
Cc1ccc(N(Cc2cc3ccc(C)cc3[nH]c2=O)C(=O)c2cccs2)cc1
→ -7, -7, ·, -2, ·, 5, 18, 2, -5
Fc1ccccc1-c1n[nH]c(=S)n1C1CC1
→ ·, -2, -7, 23, 0, 8, -2, 2, ·
COc1ccc2c(c1)CCc1c(C(=O)NC3CCCCC3)noc1-2
→ -3, 0, 16, 16, 1, 86*, -4, 33, 12
COC(=O)CCc1nc2cc(Cl)ccc2n(Cc2ccccc2)c1=O
→ 1, -8, -63, 11, -8, -10, 12, -36, -5
Cc1cc(C)c2nc(N3CCCC(C(=O)NCCCN4CCOCC4)C3)sc2c1 (stereo not given)
→ 15, -10, 17, 2, 0, -6, 10, -9, 2
N#CC1(c2nc3ccccc3[nH]2)CC1c1ccc2c(c1)OCO2 (stereo not given)
→ 15, -1, -14, 15, -27, -1, 8, -8, 4
COc1cc2c(C(=O)NCc3ccc(C)o3)cn(CC(C)C)c(=O)c2cc1OC
→ 10, 0, -4, 16, 1, 1, 6, 5, 3
Cc1ccc(C)c(-c2csc(N/N=C/c3ccco3)n2)c1
→ 10, -5, -28, 33, -17, -1, 21, -18, 6
CCNC(=S)N1CCn2c(nc3ccccc32)C1
→ 4, 5, 9, 9, -3, 1, -10, -9, -6
O=C(NC1CC1)C1=C[C@@H](C2CC2)C[C@@H](OCc2ccc(CO)cc2)O1
→ -16, 0, 0, 11, -1, -2, -3, -18, -1
Cc1cccc(C(=O)NC2CCN(S(=O)(=O)c3ccccc3)CC2)c1
→ -5, -2, -3, 9, 3, -8, -1, 1, -5
CS(=O)(=O)c1ccc(NCCc2ccc(S(N)(=O)=O)cc2)c([N+](=O)[O-])c1
→ 6, 5, 0, 7, 1, -1, 8, -17, 1
COc1cccc(/C=N/n2c(N)nc3ccccc32)c1OC
→ 2, 13, 18, 10, 0, 15, 7, 27, 18
CCOC(=O)c1ccc(N2C(=O)[C@@H](c3ccccc3)[C@H]2c2ccccc2)cc1
→ -1, -6, 0, -7, 0, 0, 25, -8, 1

Compounds shown so far that have a CF3 group, in the order listed:
The line under a structure holds: PfGluPho inh, SENP8 block-2, SENP8 block-1, NALP3 yeast inh, SENP1 inh, SENP7 inh, Apaf1 inhib, SENP6 block, HKDC1 inhibitor
CN1C(C(=O)Nc2ccc(OC(F)(F)F)cc2)=CC(c2ccc3c(c2)OCO3)=NS1(=O)=O
→ 5, -5, -23, 7, 8, 0, -6, 6, 1
COc1ccc(CN2CC[C@H]3C=CC[C@@H](C(=O)Nc4ccc(Cl)c(C(F)(F)F)c4)[C@H]3C2=O)cc1OC
→ 13, 4, 3, 10, 2, -12, 14, -14, 1

Among those listed so far, these contain a furan ring, fused or not.
The line under a structure holds: PfGluPho inh, SENP8 block-2, SENP8 block-1, NALP3 yeast inh, SENP1 inh, SENP7 inh, Apaf1 inhib, SENP6 block, HKDC1 inhibitor
COC(=O)c1c(C)oc(C)c1S(=O)(=O)Nc1ccccc1
→ 8, -2, 4, 14, -1, 12, -14, -1, -2
Cc1ccc(CNC(=O)CC(C)S(=O)(=O)c2ccc3c(c2)NC(=O)CS3)o1 (stereo not given)
→ 19, -9, 13, 13, 36*, -8, -1, -4, -5
COc1ccc(NC(=O)c2ccc(-c3ccc([N+](=O)[O-])cc3)o2)cc1
→ 8, -4, 17, 17, 2, -9, -6, -18, 0
O=C(Nc1nc2c(ccc3ccccc32)s1)c1ccco1
→ 25, -13, -351, -3, -1, -5, 20, -17, 12
O=C(/C=C\c1ccco1)NC(=S)Nc1ccccc1O
→ 7, -3, 25, 19, 7, 2, 0, -14, -3
Cc1ccc(CSCC(=O)NCc2ccco2)cc1
→ -2, -7, 22, -20, -1, -9, 0, -2, -5
COc1cc2c(C(=O)NCc3ccc(C)o3)cn(CC(C)C)c(=O)c2cc1OC
→ 10, 0, -4, 16, 1, 1, 6, 5, 3
Cc1ccc(C)c(-c2csc(N/N=C/c3ccco3)n2)c1
→ 10, -5, -28, 33, -17, -1, 21, -18, 6
